# CR mimetic SO: reduction of superoxide in aged yeast, primary screen, HTS. superoxide response (% of plate mean), % at 10 µM. 330,000 compounds, 0.18% hits. AID 2690, 2010. S. cerevisiae aged cells, superoxide DHE fluorescence; active compounds read low;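 active means superoxide response under a set limit, about three screen SD below normal, cut at about 65% in these data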;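 further: yeast aged for seven days with compound at 30 °C before DHE staining; 100% = average MFI of all compound-treated wells on the plate with controls excluded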
# RPL19A-GFP yeast: RPL19A-GFP expression modulators in yeast, primary screen, cell-based, S. cerevisiae, multiplex flow cytometry, MLPCN | S. cerevisiae RPL19A-GFP strain, 3 h; active compounds read low | percent response vs DMSO, % at 10 µM | 330,000 compounds, 0.3% hits;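 active means percent response vs DMSO below 50%; inconclusive means fewer than 70 events counted for the yeast strain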;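 further: median channel GFP fluorescence of the barcoded RPL19A-GFP strain; ratio of sample median GFP to plate DMSO average so 100% = DMSO; lower means less RPL19A-GFP as with rapamycin TOR inhibition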
# VLA-4 inh: inhibition in human VLA-4 binding assay, primary screen, VLA-4 allosteric modulator project, MLPCN library, flow cytometry, VLA-4 expressing cells | ligand binding flow cytometry | inhibition, % (about 7 µM as worked out from the volumes in the protocol) | 330,000 compounds, 0.2% hits | AID 2557, 2010; in the data active means inhibition above about 50%
# Target sequence (P13612 whole entry, looked up): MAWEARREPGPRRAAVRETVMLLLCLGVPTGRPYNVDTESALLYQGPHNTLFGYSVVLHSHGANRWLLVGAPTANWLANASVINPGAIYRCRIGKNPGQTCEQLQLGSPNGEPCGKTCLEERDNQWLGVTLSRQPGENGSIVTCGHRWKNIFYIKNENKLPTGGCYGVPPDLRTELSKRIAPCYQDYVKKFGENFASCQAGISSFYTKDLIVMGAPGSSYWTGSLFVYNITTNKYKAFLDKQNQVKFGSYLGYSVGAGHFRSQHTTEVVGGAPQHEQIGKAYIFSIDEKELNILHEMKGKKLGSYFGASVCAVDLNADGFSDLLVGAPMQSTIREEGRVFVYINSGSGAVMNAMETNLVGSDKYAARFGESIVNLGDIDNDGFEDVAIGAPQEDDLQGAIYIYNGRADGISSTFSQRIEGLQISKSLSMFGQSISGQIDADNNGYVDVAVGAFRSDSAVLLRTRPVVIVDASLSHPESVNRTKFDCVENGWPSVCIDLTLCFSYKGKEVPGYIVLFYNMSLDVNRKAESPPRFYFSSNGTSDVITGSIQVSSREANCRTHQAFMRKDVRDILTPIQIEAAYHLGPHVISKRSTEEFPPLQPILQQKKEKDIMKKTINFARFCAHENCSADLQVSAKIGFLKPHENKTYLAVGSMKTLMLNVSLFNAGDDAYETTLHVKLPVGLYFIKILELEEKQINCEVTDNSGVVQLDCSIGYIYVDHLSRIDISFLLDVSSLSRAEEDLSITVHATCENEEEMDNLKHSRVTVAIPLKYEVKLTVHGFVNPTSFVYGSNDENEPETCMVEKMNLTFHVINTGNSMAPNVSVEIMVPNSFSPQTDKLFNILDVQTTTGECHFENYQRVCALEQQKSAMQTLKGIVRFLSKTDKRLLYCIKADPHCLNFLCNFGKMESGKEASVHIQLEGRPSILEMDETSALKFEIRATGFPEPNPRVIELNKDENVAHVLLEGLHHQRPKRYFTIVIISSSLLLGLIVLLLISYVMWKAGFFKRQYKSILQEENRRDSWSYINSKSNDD
# MEP2 TOR yeast: modulators of MEP2-GFP levels in yeast, primary screen, S. cerevisiae, multiplex flow cytometry, MLPCN library; S. cerevisiae MEP2-GFP strain, 3 h; 100% = DMSO control level; GFP response vs DMSO, % at 10 µM; 330,000 compounds, 0.51% hits; AID 2016, 2009;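 active means GFP response versus DMSO above a set limit, roughly screen mean plus 3 SD, cut at about 180% in these data; inconclusive means fewer than 70 cells counted for a yeast strain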;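 further: median GFP fluorescence of the barcode-gated MEP2-GFP cells per well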
# LAP4-GFP MLPCN: modulators of LAP4-GFP expression in yeast, primary screen, S. cerevisiae, multiplex flow cytometry, MLPCN library; 320,000 compounds, 0.34% hits; GFP response vs DMSO, % at 10 µM; 3 h; median GFP as percent of DMSO wells;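 active means GFP response vs DMSO above a set limit, about the screen mean plus 3 SD, cut at about 150% in these data; inconclusive means under 70 cell events counted for the yeast strain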
# CIT2-GFP yeast: modulators of CIT2-GFP expression in yeast, primary screen, S. cerevisiae, GFP fusion, multiplex flow cytometry, MLPCN library | 320,000 compounds, 0.065% hits | S. cerevisiae CIT2-GFP strain, 3 h; 100 means same as DMSO wells | AID 2029, 2009 | GFP response vs DMSO, % at 10 µM;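 active means GFP response relative to DMSO above a set limit, near the screen mean plus 3 SD, cut at about 150% in these data; inconclusive means Fewer than 70 cells measured for a yeast strain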;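 further: ratio of well median GFP fluorescence to mean of DMSO wells on the plate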
# GRK2 inh: compounds blocking aptamer binding on GRK2 – biochemical, human GRK2, bead flow cytometry, HTS, primary screen. inhibition of aptamer binding, % at 10 µM. 330,000 compounds, 0.59% hits. FAM-aptamer displacement from GRK2. Beta-adrenergic receptor kinase 1 (Homo sapiens), P25098;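 active means inhibition of aptamer binding above 40%, roughly 3 SD of noise, on plates passing a quality check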;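 further: median bead fluorescence of bound FAM aptamer so fluorescent compounds give negative values; no value below 0 was filed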
# AGP1-GFP MLPCN: modulators of AGP1-GFP expression in yeast TOR pathway, primary screen, cell-based, multiplex flow cytometry, S. cerevisiae, MLPCN library | 3 h; GFP as percent of DMSO wells | GFP response vs DMSO, % at 10 µM | 320,000 compounds, 0.02% hits | AID 2066, 2009;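 active means GFP response relative to DMSO above a set limit, near screen average plus 3 SD, cut at about 150% in these data; inconclusive means fewer than 70 cells counted for the yeast strain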;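 further: median GFP channel fluorescence of the gated AGP1 strain per well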
# * marks the source's active call; other numbers are inactive results; u = inconclusive; x = no result given; [ ] = dose if it differs, or a comment.
SMILES,CR mimetic SO,RPL19A-GFP yeast,VLA-4 inh,MEP2 TOR yeast,LAP4-GFP MLPCN,CIT2-GFP yeast,GRK2 inh,AGP1-GFP MLPCN
CCN1C(=O)C(O)(CC(=O)c2c(C)coc2C)c2ccccc21 (stereo unspecified),100,98,0,100,116,101,7,95
Cc1ccc(S(=O)(=O)N2C=CC(C(F)(F)F)=NCC2)cc1,96,101,-2,100,96,92,0,98
CC1CC(=O)Nc2ccccc2N1C(=O)CSc1ccc2ccccc2n1 (stereo unspecified),111,93,-1,93,98,97,9,93
O=C(Nc1ccccc1C(=O)O)c1ccccc1,147,97,3,100,95,97,0,93
CC(=O)c1ccc(NC(=O)CN2CCOCC2)cc1,90,97,7,99,101,98,3,98
O=C(COC(=O)Cn1cnc2ccccc2c1=O)Nc1ccc(Cl)c(C(F)(F)F)c1,94,107,1,108,94,104,0,106
CC(=O)c1cccc(NC(=S)NC2CC2)c1,101,102,12,101,87,104,0,95
CCOC(=O)N1CCN(C(=O)c2ccc3c(c2)N(Cc2ccc(F)cc2)CCS3)CC1,104,101,10,99,95,107,0,101
Clc1cnc(N/N=C/c2ccncc2)c(Cl)c1,78,93,23,99,88,101,0,95
Oc1cccc(N2Cc3ccccc3C2)c1,91,102,13,101,82,76,2,77

# Nothing new here: six of the compounds above.
SMILES,CR mimetic SO,RPL19A-GFP yeast,VLA-4 inh,MEP2 TOR yeast,LAP4-GFP MLPCN,CIT2-GFP yeast,GRK2 inh,AGP1-GFP MLPCN
CC(=O)c1ccc(NC(=O)CN2CCOCC2)cc1,90,97,7,99,101,98,3,98
O=C(COC(=O)Cn1cnc2ccccc2c1=O)Nc1ccc(Cl)c(C(F)(F)F)c1,94,107,1,108,94,104,0,106
CC(=O)c1cccc(NC(=S)NC2CC2)c1,101,102,12,101,87,104,0,95
CCOC(=O)N1CCN(C(=O)c2ccc3c(c2)N(Cc2ccc(F)cc2)CCS3)CC1,104,101,10,99,95,107,0,101
Clc1cnc(N/N=C/c2ccncc2)c(Cl)c1,78,93,23,99,88,101,0,95
Oc1cccc(N2Cc3ccccc3C2)c1,91,102,13,101,82,76,2,77

# Additional results follow:
SMILES,CR mimetic SO,RPL19A-GFP yeast,VLA-4 inh,MEP2 TOR yeast,LAP4-GFP MLPCN,CIT2-GFP yeast,GRK2 inh,AGP1-GFP MLPCN
Cc1ccc(NC(=O)CN(C)C(=O)COC(=O)C(C)(C)Oc2ccc(Cl)cc2)cc1,108,103,1,102,95,109,3,102
Cc1cc(C=O)c(C)n1-c1ccc(Oc2ccc([N+](=O)[O-])cn2)cc1,119,102,9,99,96,95,1,97
COC(=O)c1cc(S(=O)(=O)N(C)Cc2ccco2)c[nH]1,98,93,6,90,85,105,1,93
O=C(CSc1nc2scc(-c3ccco3)c2c(=O)n1-c1ccccc1)N1CCOCC1,106,98,-3,103,110,107,1,100
CC(=O)Nc1ccc(S(=O)(=O)NCC(=O)OCc2cc(=O)oc3ccc4ccccc4c23)cc1,112,94,-4,80,77,96,3,92
CN(C)c1cccc2c(S(=O)(=O)N3CCCC3)cccc12,118,103,4,99,103,95,0,99
Cc1nnc2n(C)c(=O)c3c4c(sc3n12)COC(C)(C)C4,96,101,6,101,95,92,7,106
O=C(NCC1CCCO1)C1CC1(c1ccccc1)c1ccccc1 (stereo unspecified),216,104,-8,101,92,99,1,98
COc1ccc(C)c(Cn2c(-c3nonc3N)nc3ccccc32)c1,99,95,18,97,91,82,3,92
Cc1nnc(SCC(=O)Nc2ccc(F)cc2F)n(N)c1=O,104,95,-2,99,106,103,0,111
O=C(OCC(=O)c1ccc(Cl)s1)c1cncc(Br)c1,96,99,9,96,99,90,0,92
CCCCN1C(=O)/C(=C(/C#N)C(N)=O)c2ccccc21,100,104,-7,88,75,103,0,90
O=C(NCc1cccc(C(F)(F)F)c1)N1CCN(S(=O)(=O)c2ccccc2F)CC1,99,101,-2,102,107,98,2,93
Cc1ccc(C(=O)Nc2ccccc2C(=O)NC(C(=O)O)C(C)C)cc1 (stereo unspecified),109,105,-4,102,102,100,1,x
CC(C)(C)c1ccc(/C=N/OCC(=O)NCc2ccccc2)cc1,96,107,1,105,98,105,1,108
CC1CCCCN1c1nnc(N)s1 (stereo unspecified),75,104,9,103,97,x,0,107
Cc1ccc(NC(=O)CN(C)S(=O)(=O)c2ccc3c(c2)n(C)c(=O)c(=O)n3C)cc1,124,106,13,104,92,101,0,102
CCCN1CCN(CCCNC(=O)Cn2nc(-c3ccc(Cl)cc3)ccc2=O)CC1,81,109,6,100,92,106,1,97
CCOC(=O)C(C)Oc1cccc2c(=O)n(CC(=O)Nc3cccc(OC)c3)ccc12 (stereo unspecified),104,89,18,102,114,93,1,94
CC1CCN(S(=O)(=O)CCNC(=O)c2ccc3c(c2)OCO3)CC1,102,107,4,97,109,94,0,106

# In the list so far, these have a Cl atom:
SMILES,CR mimetic SO,RPL19A-GFP yeast,VLA-4 inh,MEP2 TOR yeast,LAP4-GFP MLPCN,CIT2-GFP yeast,GRK2 inh,AGP1-GFP MLPCN
O=C(COC(=O)Cn1cnc2ccccc2c1=O)Nc1ccc(Cl)c(C(F)(F)F)c1,94,107,1,108,94,104,0,106
Clc1cnc(N/N=C/c2ccncc2)c(Cl)c1,78,93,23,99,88,101,0,95
Cc1ccc(NC(=O)CN(C)C(=O)COC(=O)C(C)(C)Oc2ccc(Cl)cc2)cc1,108,103,1,102,95,109,3,102
O=C(OCC(=O)c1ccc(Cl)s1)c1cncc(Br)c1,96,99,9,96,99,90,0,92
CCCN1CCN(CCCNC(=O)Cn2nc(-c3ccc(Cl)cc3)ccc2=O)CC1,81,109,6,100,92,106,1,97

# (listing goes on)
SMILES,CR mimetic SO,RPL19A-GFP yeast,VLA-4 inh,MEP2 TOR yeast,LAP4-GFP MLPCN,CIT2-GFP yeast,GRK2 inh,AGP1-GFP MLPCN
O=C1CCN(C2CCN(Cc3nc(Cc4ccccc4F)no3)CC2)CCN1,99,101,-4,98,102,95,0,102
Cc1cccc(C(=O)N/N=C2/SCC(=O)N2Cc2ccccc2)c1,110,99,0,101,100,100,1,100
COC(=O)c1ccccc1NC(=O)c1ccc(-c2ccccc2F)o1,89,111,-4,100,77,80,0,81
COc1ccc2[nH]c(=O)c(CN(C(=O)c3ccco3)C(C)C)cc2c1,106,97,4,100,104,105,2,109
CCC1(C)Cc2c(sc3nc(NC)n(C)c(=O)c23)CO1 (stereo unspecified),102,94,24,100,101,99,2,99
COc1cnn(-c2ccc(C)cc2)c(=O)c1Cl,115,94,6,96,95,95,1,100
CCOc1cc(/C=N\NC(=O)CC(=O)NCCc2ccccc2)ccc1O,102,105,0,106,99,107,2,110
O=C(CSc1nnnn1-c1ccc(O)cc1)N1N=C(c2ccc3ccccc3c2)CC1c1ccccc1 (stereo unspecified),126,108,11,112,91,106,3,101
CCC(C)C(=O)Nc1nnc(SCC(=O)Nc2ccc(F)cc2)s1 (stereo unspecified),108,107,-31,111,100,118,0,102
CC(=O)Nc1c2c(nn1-c1ccc(F)cc1)CSC2,94,97,8,102,109,98,0,112
CCCCCn1c(N)c(-c2nc3ccccc3s2)c2c([N+](=O)[O-])nn(CC)c(=O)c21,98,103,2,105,99,107,0,105
Cc1cc2[nH]c(=O)c(=O)[nH]c2cc1S(=O)(=O)N1CCN(c2cccc(C)c2C)CC1,96,100,8,101,103,101,0,100
COc1ccc(Br)c(-c2nc(CS(=O)(=O)c3ccc(F)cc3)no2)c1,107,97,7,97,112,96,1,98
Cc1cc2c3c(c1C)C(=O)C(=O)N3C(C)(C)CC2C (stereo unspecified),107,107,10,105,95,96,2,107
Cc1ccccc1C(=O)N1N=C(c2ccc(NS(C)(=O)=O)cc2)CC1c1cccs1 (stereo unspecified),103,101,1,104,106,100,0,109
Cc1csc(Nc2cccc3ccccc23)n1,96,100,-1,96,98,97,0,91
N#Cc1ccc(C(=O)Nc2cccc3ccccc23)c(F)c1,104,110,0,115,86,112,0,99
CCOC(=O)c1cnc(-c2ccccc2)nc1N(C)C,98,89,0,89,98,88,0,81
C=CCNC(=S)NCC1COc2ccccc2O1 (stereo unspecified),102,100,10,102,94,95,0,96
CCOC(=O)c1c(N)n[nH]c1-c1ccc(OC)cc1,126,102,-1,101,108,99,2,106
Cc1cccc(C)c1Nc1nnc(SCC(=O)Nc2ncc(C(F)(F)F)cc2Cl)s1,110,99,0,112,103,104,3,103
Cc1c(Cl)cccc1NC(=O)C1CCCCC1,101,99,-1,105,98,101,0,102
Cc1ccc(C23CC4CC(CC(NC(=O)NN)(C4)C2)C3)cc1,107,96,1,90,94,102,2,99
Cc1ccc(NC(=O)O/N=C/c2ccc(F)cc2)cc1,89,100,3,101,103,97,0,99
O=C(Nc1ccc(N2CCOCC2)cc1)c1cc2ccccc2o1,97,106,7,103,109,104,2,99
CCCCS(=O)CC(COC)OC(=O)c1ccccc1 (stereo unspecified),299,105,22,103,100,102,0,104
CC(NC(=O)CN1CCN(c2ccc(Cl)cc2)CC1)c1ccccc1 (stereo unspecified),108,91,2,97,80,96,0,89
COc1cc(NC(=O)CN(C)S(=O)(=O)c2cccs2)cc(OC)c1,99,93,-13,90,96,96,0,95
CCOC(=O)c1ccc(Nc2cc3ccccc3c(=O)[nH]2)cc1,120,96,-4,94,108,86,0,85
CCOC(=O)Cn1c(C)c(Br)c(=O)c2cccc(C)c21,98,105,4,102,113,92,2,97
CCOc1ncccc1C(=O)N(C)CC(=O)Nc1ccc(F)cc1,100,106,8,110,102,98,0,101
O=C(Nc1ccccc1)c1ccsc1,109,107,-3,111,95,114,0,105
Cc1ccc(OCC(=O)N(C)CC(=O)Nc2ccc(F)cc2)c([N+](=O)[O-])n1,100,107,3,109,97,107,3,103
CCOCCCNCC(=O)Nc1ccccc1N1CCOCC1,78,104,4,116,99,108,7,104
O=S(=O)(c1cc(Cl)sc1Cl)N1CCCC1,88,93,24,96,104,90,0,97
C#CCOc1c(Cl)cc(/C=N/NC(N)=S)cc1OCC,103,91[may fluoresce violet],-10,95[may fluoresce violet],99[may fluoresce violet],u,2,16[may fluoresce violet]
CC1(C)CC(=O)c2cn3ncnc3nc2C1,112,99,3,94,102,99,4,99

# 3 compounds out of the list, ordered by formula weight, highest first:
SMILES,CR mimetic SO,RPL19A-GFP yeast,VLA-4 inh,MEP2 TOR yeast,LAP4-GFP MLPCN,CIT2-GFP yeast,GRK2 inh,AGP1-GFP MLPCN
C#CCOc1c(Cl)cc(/C=N/NC(N)=S)cc1OCC,103,91[may fluoresce violet],-10,95[may fluoresce violet],99[may fluoresce violet],u,2,16[may fluoresce violet]
O=S(=O)(c1cc(Cl)sc1Cl)N1CCCC1,88,93,24,96,104,90,0,97
O=C(Nc1ccccc1)c1ccsc1,109,107,-3,111,95,114,0,105

# High-throughput results deposited in PubChem BioAssay by NMMLSC.
